Screening results (PubChem BioAssay)
Htt clearance: clearance of mutant huntingtin inclusions, primary screen, imaging, HeLa Exon1htt(103Q)mCFP, confocal imaging | actives 0.42% (n = 47,000) | aggregate imaging; zero = plate's median compound well | AID 853, 2007 | inhibition, % at 1.5 µM;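 active = inhibition of aggregate fluorescence above about 70%, also judged a hit by eye on the cell image, limit read from the data, passing the limit was not always enough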;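 note: cells exposed to compound for three days before fixation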
Htt clearance grain fraction: second read-out of Htt clearance, no call of its own (marks repeat the call); fraction fluorescence in grains; measured here: aggregate grain fluorescence fraction; stronger effect = lower value;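 scaled fraction of total cell fluorescence in grains with unit not stated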
An asterisk follows results filed as active. This is a subset, so the mix of outcomes need not match the whole.

1. COc1ccc(CC(=O)N2CC3(C)CC2CC(C)(C)C3)cc1OC (stereo unspecified)
2. COc1ccc(CCNc2oc(COc3ccc(Br)cc3)nc2C#N)cc1OC
3. Cc1ccc(N2CC(C(=O)Nc3ccc4c(c3)OCCO4)CC2=O)cc1 (stereo unspecified)
4. Cc1cccc(NC(=O)COc2ccccc2C)n1
5. O=C(C1CCC(=O)N1Cc1ccccc1Cl)N1CCN(c2ccc(F)cc2)CC1 (stereo unspecified)
6. Nc1nc(CN2CCN(Cc3ccccc3)CC2)nc(Nc2ccc3c(c2)OCCO3)n1
7. O=C(c1ccc(Cl)s1)N1CCCC1
8. COc1ccc(N2C(=O)C(Cl)=C(Nc3ccccc3O)C2=O)cc1
Compound | 1 | 2 | 3 | 4 | 5 | 6 | 7 | 8
Htt clearance | -10 | -30 | -20 | -21 | -7 | -55 | -30 | -2
Htt clearance grain fraction | 40 | 61 | 21 | 25 | 22 | 52 | 25 | 21

Reprinted from the part before: four compounds; new compounds follow.
5. O=C(C1CCC(=O)N1Cc1ccccc1Cl)N1CCN(c2ccc(F)cc2)CC1 (stereo unspecified)
6. Nc1nc(CN2CCN(Cc3ccccc3)CC2)nc(Nc2ccc3c(c2)OCCO3)n1
7. O=C(c1ccc(Cl)s1)N1CCCC1
8. COc1ccc(N2C(=O)C(Cl)=C(Nc3ccccc3O)C2=O)cc1
9. CCCc1cc(=O)[nH]c(SCC(=O)N2CCC(C(=O)OCC)CC2)n1
10. O=C(Cn1c(SCC(=O)N2CCc3ccccc32)nc2ccccc21)NC1CCCC1
11. Cc1cc(NC(=O)C2CCCC2)n(-c2nc3ccccc3[nH]2)n1
12. O=C(CCS(=O)CCC(=O)NCc1ccccc1)NCc1ccccc1
13. N/C(Cc1cccs1)=N\OC(=O)COc1ccc(Br)cc1Cl
14. Cc1ccc(-c2nc3sc4c(c3c(=O)n2N)CCCC4)cc1
15. Cc1occc1-c1n[nH]c(=S)n1CC(C)C
16. Cn1c(COc2ccc3ccccc3c2)nnc1SCC(=O)O
Compound | 5 | 6 | 7 | 8 | 9 | 10 | 11 | 12 | 13 | 14 | 15 | 16
Htt clearance | -7 | -55 | -30 | -2 | -43 | 2 | 26 | 9 | 32 | -12 | -44 | 21
Htt clearance grain fraction | 22 | 52 | 25 | 21 | 34 | 19 | 32 | 34 | 24 | 26 | 27 | 27

17. CC(C)(C)c1cc(C(=O)Nc2ccccc2)ccn1
18. O=C(NCc1ccccc1)c1cc(=O)nc2sc(-c3ccccc3)nn12
19. CCN(CC)CC(C)(C)NS(=O)(=O)c1ccc(Cl)cc1
20. COCC(=O)Nc1ccc(Nc2ccccc2)cc1
21. COC(=O)c1ccc(CSc2nnc(NC(C)C)s2)cc1
22. Cc1ccc(-c2n[nH]c(=O)c3ccccc23)cc1N
23. COc1cc(C(=O)OC(C)C(=O)Nc2ccc3c(c2)OCO3)ccc1OCc1c(C)noc1C (stereo unspecified)
24. CCCCc1cc2c(c(NC(C)=O)n1)c(=O)oc1ccccc12
Compound | 17 | 18 | 19 | 20 | 21 | 22 | 23 | 24
Htt clearance | -87 | 24 | 12 | 34 | 21 | 30 | 12 | 9
Htt clearance grain fraction | 35 | 22 | 34 | 12 | 30 | 14 | 33 | 30

25. NC(=O)CCn1nc(-c2ccc(Cl)cc2)c2ccccc2c1=O
26. CCCOc1cccc(OCCSc2nc(C)cc(=O)[nH]2)c1
27. CC(C)NCC(O)COCc1ccc(Cl)cc1 (stereo unspecified)
28. CCN1CCN(C(c2ccccc2F)c2nnnn2Cc2ccc3c(c2)OCO3)CC1 (stereo unspecified)
29. O=C(CCN1C(=O)C2CC=C(Cl)CC2C1=O)N1CCCCC1 (stereo unspecified)
30. O=C(CSc1nnc2ccccn12)NCCN1C(=O)CSC1=O
31. CCOc1ccc(OCc2ccc(C(=O)NCc3ccncc3)o2)cc1
32. Nn1c(SCC(=O)Nc2ccccc2)nnc1-c1cccnc1
Compound | 25 | 26 | 27 | 28 | 29 | 30 | 31 | 32
Htt clearance | 14 | -34 | -10 | 8 | 1 | -18 | -28 | -4
Htt clearance grain fraction | 15 | 25 | 40 | 35 | 19 | 25 | 24 | 17

Complete entries as entered above. Order of values: Htt clearance, Htt clearance grain fraction
CC(C)NCC(O)COCc1ccc(Cl)cc1 (stereo unspecified) as listed: -10, 40
Nn1c(SCC(=O)Nc2ccccc2)nnc1-c1cccnc1 as listed: -4, 17
O=C(CSc1nnc2ccccn12)NCCN1C(=O)CSC1=O as listed: -18, 25
O=C(CCN1C(=O)C2CC=C(Cl)CC2C1=O)N1CCCCC1 (stereo unspecified) as listed: 1, 19

The listing continues.
33. CCCN1CCN(C(c2cc3cc4c(cc3[nH]c2=O)OCO4)c2nnnn2C(C)(C)C)CC1 (stereo unspecified)
34. OCC1(c2cc(C(F)(F)F)n[nH]2)CCCCC1
35. c1ccc(-c2cccc(-c3ccccn3)n2)nc1
36. CCn1c(CNc2ccc(C)cc2)nnc1SCC(N)=O
37. Cc1cc(=O)[nH]c(SCC(=O)O)c1C#N
38. O=C(Oc1cc(=O)oc2ccccc12)c1ccco1
39. COC(=O)NCCOc1cc(C)ccc1C
40. O=C(CSc1nnc(-c2ccncc2)n1-c1ccc(F)cc1)NC(=O)NCc1ccco1
Compound | 33 | 34 | 35 | 36 | 37 | 38 | 39 | 40
Htt clearance | 25 | 46 | -410 | 43 | -54 | -4 | 8 | 42
Htt clearance grain fraction | 12 | 22 | 92 | 10 | 58 | 40 | 20 | 9.6

41. CN(CCCNC(=O)Cn1cc2c(n1)CCCC2)C1CCCCC1
42. CCOc1ccccc1-n1c(SCC(=O)N(C(C)C)C(C)C)nnc1-c1cccnc1
43. O=C(O)c1[nH]c2ccccc2c1CC(=O)N1CCOCC1
44. CC(C)NC(=O)CN1CCN(c2ncccn2)CC1
45. COc1ccc(N2C(=O)CC(NC34CC5CC(CC(C5)C3)C4)C2=O)c(OC)c1 (stereo unspecified)
46. C=CCn1c(-c2ccc(OC)c(OC)c2)cs/c1=N\c1ccccn1
47. O=C(NCc1cc(C(F)(F)F)cc(C(F)(F)F)c1)C12CN(Cc3ccccc3)CC1C(c1cccc([N+](=O)[O-])c1)=NO2 (stereo unspecified)
48. CC(NC(=O)c1cccc(C(F)(F)F)c1)C1CCCO1 (stereo unspecified)
Compound | 41 | 42 | 43 | 44 | 45 | 46 | 47 | 48
Htt clearance | -46 | -37 | -54 | -26 | -37 | -54 | -8 | -31
Htt clearance grain fraction | 60 | 28 | 52 | 28 | 24 | 33 | 42 | 25

49. CS(=O)(=O)Nc1ccc(C(=O)N2CCCCC2)cc1
50. O=C1CCc2cc(S(=O)(=O)NC(Cc3ccccc3)C(=O)NCC3CCCO3)ccc2N1 (stereo unspecified)
51. Cc1ccccc1C(=O)Nc1cccc(N)c1
52. N#Cc1cnn(-c2ccccc2)c1N
53. CCOC(=O)c1ccc(N=C2NC(=O)CS2)cc1
54. O=C(COC(=O)c1cccnc1)Nc1cccc(Cl)c1
55. CCC(C)NC(=O)CS(=O)(=O)Cc1nc(-c2cccc(OC)c2)oc1C (stereo unspecified)
56. CNS(=O)(=O)c1cccc(C(=O)OCc2cc(Cl)cc3c2OCOC3)c1
Compound | 49 | 50 | 51 | 52 | 53 | 54 | 55 | 56
Htt clearance | 18 | 21 | 49 | 2 | -14 | 29 | -49 | 52
Htt clearance grain fraction | 16 | 26 | 9.2 | 37 | 20 | 13 | 50 | 14

57. Cc1cccc(Nc2ncc3c(n2)CC(c2ccco2)CC3=O)c1 (stereo unspecified)
58. C=CCOc1ccc(CNc2nn[nH]n2)cc1
59. COc1cccc(/C(O)=C2\C(=O)C(=O)N(c3ccccn3)C2c2cccc(OC)c2OC)c1 (stereo unspecified)
60. CCOCCn1c(N2CCN(c3ccc(OC)cc3)CC2)nc2c1c(=O)[nH]c(=O)n2C
61. Cc1cc(=O)[nH]c2c1c(C)nn2C1CCCCC1
62. CN(C)C(=O)N1CCC(C(=O)NCc2ccc3c(c2)OCO3)CC1
63. CCN1CCCC1Cn1cnc2c([nH]c3cccc(Cl)c32)c1=O (stereo unspecified)
64. CCN(CC)C(=O)CN1CCN(c2ccccc2F)CC1
Compound | 57 | 58 | 59 | 60 | 61 | 62 | 63 | 64
Htt clearance | -5 | 6 | 9 | 44 | -41 | -23 | -26 | 36
Htt clearance grain fraction | 21 | 20 | 28 | 11 | 45 | 29 | 46 | 28

65. CCOC(=O)Nc1cccc(OCC(=O)Nc2ccc(OC)cc2OC)c1
66. COc1ccc2nc(N3CCCC3)c(C#N)cc2c1
67. CCCOc1ccc2oc(=O)c3c(c2c1)CCCN3C(=O)CN1CCc2ccccc2C1
68. COC(=O)C1CCC(C)(C(=O)Nc2ccccc2)C1(C)C (stereo unspecified)
69. CCCc1cc(=O)n2[nH]c(NCc3c(F)cccc3Cl)nc2n1
70. Cc1nn(C)cc1CNC(=O)CCC(=O)O
71. CCN(CC)C(=O)CN(c1ccc2c(c1)OCO2)S(C)(=O)=O
72. CCOc1c2c(nc3ccc(Cl)cc13)CCC2
Compound | 65 | 66 | 67 | 68 | 69 | 70 | 71 | 72
Htt clearance | -6 | -29 | 59 | 5 | 51 | -94 | -4 | -10
Htt clearance grain fraction | 20 | 39 | 7.8 | 33 | 22 | 67 | 29 | 44

73. COc1ccccc1N1CCN(C(=O)CSc2nnc3n2C(C)(C)Cc2ccccc2-3)CC1
74. CC(=O)Nc1ccn(-c2ccccc2)n1
75. Clc1cccc2sc(N3CCOCC3)nc12
76. CC1=C(C(=O)OCc2ccccc2)C(c2ccc(N3CCOCC3)cc2)NC(=O)N1 (stereo unspecified)
77. COc1ccc(-c2nc(-c3cccc(C(F)(F)F)c3)no2)cc1OC
78. Cc1ccc(S(=O)(=O)N2CCN(S(=O)(=O)c3ccc(C)cc3)C2)cc1
79. CN(C)CCNc1c2c(c(C#N)c3nc4ccccc4n13)CCCC2
80. CS(=O)(=O)c1ccc(N2CCN(C3CC(=O)NC3=O)CC2)cc1 (stereo unspecified)
Compound | 73 | 74 | 75 | 76 | 77 | 78 | 79 | 80
Htt clearance | -1 | -36 | -170 | 8 | -38 | -59 | 21 | 45
Htt clearance grain fraction | 34 | 25 | 121 | 34 | 47 | 32 | 27 | 12

The final 4 entries of the part before open the next one:
77. COc1ccc(-c2nc(-c3cccc(C(F)(F)F)c3)no2)cc1OC
78. Cc1ccc(S(=O)(=O)N2CCN(S(=O)(=O)c3ccc(C)cc3)C2)cc1
79. CN(C)CCNc1c2c(c(C#N)c3nc4ccccc4n13)CCCC2
80. CS(=O)(=O)c1ccc(N2CCN(C3CC(=O)NC3=O)CC2)cc1 (stereo unspecified)
81. C=CCN(CC=C)C(=S)NC(=O)c1ccc(OC)c(Br)c1
82. CN1CCN(S(=O)(=O)c2ccc(-c3ccc(Cl)cc3)cc2)CC1
83. Cn1ccnc1SCC(=O)NC1CC1
84. NS(=O)(=O)c1ccc(CNC(=O)C23CC4CC(CC(C4)C2)C3)cc1
85. CCCCCn1c(N)c(C#N)c2nc3ccccc3nc21
86. CC1CCc2c(C(=O)NCC3CCCO3)csc2C1 (stereo unspecified)
87. N#Cc1nc(-c2ccc(Cl)cc2)oc1N1CCCCC1
88. CCOC(=O)N1CCC(NC(=O)c2ccc3c(c2)N(Cc2ccc(C)cc2)CCS3)CC1
Compound | 77 | 78 | 79 | 80 | 81 | 82 | 83 | 84 | 85 | 86 | 87 | 88
Htt clearance | -38 | -59 | 21 | 45 | 37 | 26 | -10 | 2 | -32 | 26 | 3 | -41
Htt clearance grain fraction | 47 | 32 | 27 | 12 | 24 | 15 | 22 | 22 | 51 | 25 | 36 | 51

89. O=C(Nc1ccccc1C(F)(F)F)c1ccc(F)c(S(=O)(=O)N2CCOCC2)c1
90. Nc1nonc1/C(=N/O)N1CCCC1
91. CCOC(=O)C1=C(C)NC(C)=C(C(=O)OCC)C1c1nc2ccccc2[nH]1
92. Cc1cc(C)c2c(=O)cc(C(F)F)oc2c1
93. CC(SC(=S)N1CCOCC1)C(=O)O (stereo unspecified)
94. O=C(c1cccc(Cl)c1)N1CCN(C(=O)c2ccccc2F)CC1
95. O=c1[nH]c2ccccc2c(=O)n1Cc1ccccc1
96. Cc1cc(C)nc(NC(=O)c2cccc(Cl)c2)n1
97. COc1ccccc1NC(=O)C1C2CCCCC21 (stereo unspecified)
98. Cc1ccc(-c2nnn(C(C)C(=O)N3c4ccccc4CCc4ccccc43)n2)cc1 (stereo unspecified)
99. Cn1c(CNC(=O)c2ccccc2)nnc1SCC(=O)N1CCN(c2ccccc2)CC1
Compound | 89 | 90 | 91 | 92 | 93 | 94 | 95 | 96 | 97 | 98 | 99
Htt clearance | 1 | -7 | 37 | -2 | -24 | -26 | 18 | 45 | 6 | -55 | 30
Htt clearance grain fraction | 30 | 22 | 10 | 24 | 25 | 23 | 19 | 11 | 17 | 27 | 13
